Compound activity (PubChem)
DAX1 inh-1: inhibitors of human orphan nuclear receptor DAX1 (NR0B1) | P51843 | HEK293 Gal4-DAX1 luciferase reporter, luminescence | inhibition, % at 6.75 µM | 340,000 tested, 0.99% active | AID 504766;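 active = inhibition above the mean over all tested compounds plus 3 SD, cut at about 4.2% in these data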;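 also: 0% = DAX1-transfected cells with DMSO and 100% = empty-vector control cells with DMSO; inhibition shows as a rise in luminescence from relieved DAX1 repression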
hgDAF-12 ag: activates the H. glycines DAF-12 receptor ligand-binding domain; HEK293 GAL4-hgDAF12 UAS-luciferase reporter, agonist luminescence; normalized to butyrate control; activation, % at 6.8 µM; 370,000 tested, 1.8% active; AID 687014;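 active = activation above a cutoff set at the mean of all screened compounds plus 3 SD, cut at about 10% in these data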;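 also: 0% = DMSO wells and 100% = sodium butyrate wells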
FXN GAA850 act: increases GAA850 frataxin promoter reporter activity; 360,000 tested, 0.56% active; HEK293 lucGAA850 FXN promoter luciferase reporter, 24 h; percent of 10 µM SAHA response; activation, % at 6 µM;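 active = activation above the average of all compounds screened plus 3 SD, cutoff fixed separately per campaign, cut at about 7.5% in these data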;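 also: 0% = DMSO wells and 100% = 10 µM SAHA wells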
hcDAF-12 act: activators of H. contortus DAF-12 nuclear receptor; HEK293 hcDAF-12 lit1-tk-luc reporter, luminescence; 0% DMSO, 100% Δ7-dafachronic acid; activation, % at 6.8 µM; 370,000 tested, 1.4% active;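 active = activation above the mean of all tested compounds plus 3 SD, cut at about 5.5% in these data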;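 also: 100% = response to 3 µM Δ7-dafachronic acid high control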
PLCb3 inh: inhibitors of human phospholipase C beta3; Q01970; Purified PLC-beta3, fluorogenic substrate, fluorescence; inhibition, % at 12.2 µM; 370,000 tested, 0.18% active; AID 720704; in the data active = inhibition above about 11%;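 also: 0% = median of compound wells on plate and 100% = full blocker control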
Target sequence (Q01970 whole entry, looked up): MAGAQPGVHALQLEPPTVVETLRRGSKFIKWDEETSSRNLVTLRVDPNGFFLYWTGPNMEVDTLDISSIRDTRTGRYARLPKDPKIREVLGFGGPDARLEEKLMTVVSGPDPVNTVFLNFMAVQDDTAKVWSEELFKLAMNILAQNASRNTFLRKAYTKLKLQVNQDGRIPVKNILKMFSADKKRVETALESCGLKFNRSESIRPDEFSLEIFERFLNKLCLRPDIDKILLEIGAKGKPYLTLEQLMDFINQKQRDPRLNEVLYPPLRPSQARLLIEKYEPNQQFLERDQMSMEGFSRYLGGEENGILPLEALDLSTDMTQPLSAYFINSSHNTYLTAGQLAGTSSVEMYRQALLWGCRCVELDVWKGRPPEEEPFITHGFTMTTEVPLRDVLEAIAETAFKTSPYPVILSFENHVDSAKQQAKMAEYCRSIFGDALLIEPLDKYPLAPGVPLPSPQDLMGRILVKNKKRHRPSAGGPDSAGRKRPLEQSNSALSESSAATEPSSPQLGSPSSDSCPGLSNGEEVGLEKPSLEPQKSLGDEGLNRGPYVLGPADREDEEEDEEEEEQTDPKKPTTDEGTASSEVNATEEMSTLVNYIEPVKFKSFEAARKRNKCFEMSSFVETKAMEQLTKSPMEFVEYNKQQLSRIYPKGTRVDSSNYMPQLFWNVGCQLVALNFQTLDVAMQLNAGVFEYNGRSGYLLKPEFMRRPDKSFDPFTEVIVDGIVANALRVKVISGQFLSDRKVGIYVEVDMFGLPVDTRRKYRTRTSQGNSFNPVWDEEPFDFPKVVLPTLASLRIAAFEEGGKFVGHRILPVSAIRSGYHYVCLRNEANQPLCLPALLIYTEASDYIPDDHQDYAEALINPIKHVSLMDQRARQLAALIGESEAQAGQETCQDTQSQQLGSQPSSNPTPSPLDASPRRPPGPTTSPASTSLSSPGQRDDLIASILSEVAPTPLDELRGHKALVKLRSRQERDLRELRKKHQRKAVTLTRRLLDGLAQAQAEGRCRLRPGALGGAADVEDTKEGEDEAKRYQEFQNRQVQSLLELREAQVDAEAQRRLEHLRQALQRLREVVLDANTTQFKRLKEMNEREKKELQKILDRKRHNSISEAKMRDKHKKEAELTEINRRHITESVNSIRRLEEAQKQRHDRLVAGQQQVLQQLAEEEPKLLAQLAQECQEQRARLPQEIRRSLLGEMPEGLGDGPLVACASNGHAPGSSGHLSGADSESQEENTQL
SMARCA2 act: SMARCA2 function activation, primary screen. MG213 cells, MMTV-luciferase reporter, dexamethasone, overnight. activation, % at 9.1 µM. 370,000 tested, 1% active. AID 652017; in the data active = activation above about 7.8%;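 also: 0% = vehicle wells and 100% = reference activator wells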
Rev-erbA mod: modulates human Rev-erb alpha binding to DNA. AID 1259318. Rev-erbα–FITC-DNA binding, fluorescence polarization, 90 min. 370,000 tested, 0.79% active. P20393. activity, % at 10 µM;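 active = activity above about 14%, limit read from the data; passing the limit was not always enough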;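 also: 0% = DMSO wells with 35 nM protein and 100% = DMSO wells with 750 nM protein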
DAX1 inh-2: DAX1 (NR0B1) inhibition, primary screen; 370,000 tested, 1.1% active; HEK293T StAR-luciferase reporter, SF-1/DAX-1 repression relief; inhibition, % at 6.8 µM; AID 652010;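 active = inhibition above the mean over all tested compounds plus 3 SD, cut at about 3.6% in these data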;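 also: 0% = DAX-1 cells with DMSO and 100% = cells lacking DAX-1 with DMSO; higher inhibition means more luminescence from relief of DAX-1 repression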
PG9 Ab binder: binds the HIV-1 gp120 antibody PG9; TR-FRET gp120-PG9 antibody binding; inhibition, % at 6.7 µM; 360,000 tested, 0.43% active; in the data active = inhibition above about 8.5%
HGIII-sPLA2 inh: Inhibits HGIII-sPLA2 liposome hydrolysis, primary screen | Q9NZ20 | QFRET BODIPY PC-A2 liposome hydrolysis, fluorescence | inhibition, % at 12.2 µM | 370,000 tested, 0.56% active | AID 743126;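 active = inhibition above mean plus 3 SD of compounds lying within the high and low control bounds, cut at about 19% in these data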;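 also: 0% = median of test compound wells and 100% = no enzyme DMSO wells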
ssDAF-12 act: activates DAF-12 receptor from parasite S. stercoralis; HEK293 ssDAF-12/GRIP1 lit1-tk-luc reporter, luminescence; % of 3 µM dafachronic acid response; activation, % at 6.8 µM; 370,000 tested, 1% active;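 active = activation above the mean over all tested compounds plus 3 SD, cut at about 0.9% in these data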;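 also: 0% = DMSO-only wells and 100% = 3 µM delta7-dafachronic acid wells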
An asterisk follows results filed as active; i = inactive.

SMILES | DAX1 inh-1 | hgDAF-12 ag | FXN GAA850 act | hcDAF-12 act | PLCb3 inh | SMARCA2 act | Rev-erbA mod | DAX1 inh-2 | PG9 Ab binder | HGIII-sPLA2 inh | ssDAF-12 act
N#C/C(=C\c1cc2c(cc1Br)OCO2)c1ccc(C(=O)O)cc1 | -0.2 | -0.2 | 0.3 | -1.9 | -11 | 0 | -1 | -0.2 | -0.8 | 2 | -0.3
COCc1nnc(NC(=O)CCS(=O)(=O)c2ccccc2)s1 | 0.4 | 0.0 | -0.4 | -1.6 | -8 | -2 | -4 | -0.2 | -1.6 | 0 | -1.2
Cc1cc(=O)oc2cc(OC(=O)c3cncc(Br)c3)ccc12 | -1.3 | -1.4 | 0.1 | -1.0 | i | -3 | 2 | -0.4 | 0.2 | -1 | -1.5
COc1cccc(CNC(=O)Cn2ccc([N+](=O)[O-])n2)c1 | -1.5 | -0.2 | 0.4 | 0.5 | -4 | -4 | -7 | -0.2 | -3.7 | 9 | 0.1
Cc1cccc(-n2c(O)c(C=Nc3ccccc3O)c3ccccc3c2=O)n1 | -1.7 | -4.2 | -3.1 | -3.1 | -86 | 0 | 6 | -1.7 | -3.8 | -11 | -2.8
Cc1ccc2sc(NC(=O)C3CC3)nc2c1C | -0.1 | 6.2 | 3.7 | 4.6 | -7 | 4 | -3 | 0.9 | 2.1 | 2 | -0.1
CCOc1ncccc1C(=O)OC(C)C(=O)NC(=O)NC1CCCCC1 (stereo not drawn) | -0.8 | 0.1 | 1.6 | -1.9 | 0 | -1 | -5 | -0.2 | 0.1 | -4 | -2.0
COc1ccc(-n2c(N)c(C(=O)Nc3c(C)n(C)n(-c4ccccc4)c3=O)c3nc4ccccc4nc32)cc1 | 1.9 | -1.5 | 1.1 | -1.3 | -18 | -1 | 2 | 0.2 | -0.1 | -7 | -0.8
O=C(Nc1ccccc1C(F)(F)F)N1CCC(n2c(=O)[nH]c3ccccc32)CC1 | -1.4 | -2.4 | -1.8 | -0.3 | 5 | -2 | 1 | 0.5 | -1.9 | -3 | -0.8
CCN1C2=C(C(=O)CCC2)C(c2ccc(O)c(Br)c2)C2=C1CCCC2=O | -0.1 | -1.7 | 0.2 | -0.7 | -122 | 0 | -5 | -0.9 | -1.8 | -2 | -1.1
Cc1ccccc1CN1CCc2c(OCC(=O)N3CCCc4ccccc43)cccc2C1=O | -0.7 | -4.6 | 0.3 | -5.7 | 2 | -1 | 3 | -1.5 | 0.1 | -15 | -2.2
Cc1cc(C)n2ncc(S(=O)(=O)c3ccccc3)c2n1 | -0.7 | 0.6 | 1.6 | -1.7 | -18 | 1 | -11 | 0.1 | 0.9 | -2 | -1.6
Cc1cc(C)n2nc(CC(=O)NC3CCCCCC3)nc2n1 | 1.0 | 1.1 | 3.1 | -0.9 | 6 | -3 | -9 | -0.1 | 0.1 | 11 | -0.2
Cc1ccc(NC(=O)CCCC(=O)O)c(Br)c1 | 0.6 | -2.4 | -2.0 | -0.8 | 5 | 4 | 7 | -0.9 | -1.5 | 2 | -1.2
CN1CCN(CCCNC(=O)c2ccc(NC(=O)C3=CSCCO3)cc2)CC1 | -0.3 | 0.0 | 0.9 | 1.5 | -8 | 2 | 8 | -0.1 | -1.7 | 10 | -0.7
O=C(CN1CCN(C(=O)c2ccco2)CC1)Nc1ccc(F)cc1F | -0.7 | 4.1 | 0.2 | -0.7 | -7 | -1 | 3 | 0.1 | -0.9 | 5 | -0.9
COc1cccc(CNC(=O)c2ccccc2N)c1 | 0.0 | 1.4 | 2.2 | -1.0 | -104 | 1 | -3 | 0.3 | -0.1 | -2 | -0.7
C/C(=N/NC(=O)CC(=O)N/N=C(\C)c1ccc([N+](=O)[O-])cc1)c1ccc([N+](=O)[O-])cc1 | -0.6 | -0.9 | 0.6 | -1.2 | -2 | -4 | 4 | -0.6 | 0.9 | 6 | -1.1
Cc1cccc(NC(=O)/C(=C\c2ccc([N+](=O)[O-])o2)NC(=O)c2ccc(Cl)cc2)c1 | 0.2 | 0.8 | 3.9 | -4.0 | -9 | -1 | -11 | -0.7 | -2.2 | -12 | -1.2
C[C@H]1[C@@H](c2ccccc2)Oc2ccc(Cl)cc2S(=O)(=O)N1Cc1ccc(F)cc1F | 0.8 | 1.1 | 0.8 | 0.7 | 6 | 0 | -1 | -0.2 | 1.3 | 0 | -0.8
C=CCNC(=S)N1CCC(C(=O)c2ccc(Cl)cc2)CC1 | -0.3 | -2.1 | -0.8 | 0.2 | -5 | -1 | 10 | -0.6 | 0.2 | 9 | -0.5
Cc1ccc(/C=N/NC(=O)c2cc3c(ccc4ccccc43)o2)o1 | -0.6 | 0.5 | 2.9 | -2.2 | -233 | 2 | -2 | -1.0 | -1.4 | -7 | -0.6
CCN(Cc1ccncc1)C(=O)c1ccccc1NS(=O)(=O)c1ccc(F)cc1 | -0.9 | 2.6 | -0.8 | 1.5 | -19 | -2 | -4 | 0.2 | -1.2 | -6 | -0.7
Cc1ccc(/C=C2\NC(=S)NC2=O)cc1[N+](=O)[O-] | 1.5 | 3.0 | 1.9 | -0.1 | 4 | 2 | -4 | -0.5 | -1.1 | 0 | -1.3

Single values from above.
Cc1ccc(/C=N/NC(=O)c2cc3c(ccc4ccccc43)o2)o1 in ssDAF-12 act = -0.6
Cc1cc(C)n2nc(CC(=O)NC3CCCCCC3)nc2n1 in hgDAF-12 ag = 1.1

More results follow:
SMILES | DAX1 inh-1 | hgDAF-12 ag | FXN GAA850 act | hcDAF-12 act | PLCb3 inh | SMARCA2 act | Rev-erbA mod | DAX1 inh-2 | PG9 Ab binder | HGIII-sPLA2 inh | ssDAF-12 act
CCc1ccc(NC(=S)N(Cc2cccc(Br)c2)CC2CCC(C(=O)O)CC2)cc1 (stereo not drawn) | 0.1 | 1.9 | 0.9 | 0.7 | -1 | 0 | 3 | -0.4 | -1.1 | -9 | -0.7
C/C(CC(=O)N1CCN(C=O)CC1)=N\NC(=O)c1cc2ccccc2cc1O | -0.7 | -1.6 | 0.3 | -1.2 | -36 | -2 | -1 | 0.0 | -1.5 | -6 | -1.2
Cc1cc(C)n(CC(=O)N2CCc3ccccc32)c(=O)c1C#N | 0.1 | -2.1 | 0.5 | -0.7 | -8 | -5 | -4 | -0.2 | 1.1 | 6 | -0.9
CC(C)Cc1nnc(NC(=O)C2CCCN(C(=O)c3ccc(Cl)cc3)C2)s1 (stereo not drawn) | 0.3 | -0.9 | -0.9 | 0.2 | 8 | -5 | -3 | 0.9 | 1.0 | -3 | -1.1
O=C(O)CSc1cc(C(=O)c2ccccc2O)cn2c(=O)c3c4c(sc3nc12)CCCC4 | -1.9 | 3.3 | -2.4 | -0.4 | -28 | -3 | -2 | -0.5 | 0.9 | -13 | -1.4
O=C1CC(/C=C/c2ccccn2)=Nc2ccccc2N1 | -0.5 | -0.8 | -2.0 | -0.2 | -39 | -1 | 4 | 0.1 | -3.4 | -10 | -0.6
CCCOC(=O)c1ccc(NC(=O)CCOc2ccccc2)cc1 | -1.2 | -1.4 | -1.4 | -0.7 | 4 | 5 | -1 | -1.7 | -1.3 | -16 | -1.2
CCC(C)c1ccc(S(=O)(=O)N2CCN(C(=O)c3ccc(Cl)c(S(=O)(=O)N4CCOCC4)c3)CC2)cc1 (stereo not drawn) | -2.1 | -6.5 | -2.0 | -3.6 | -8 | -4 | -7 | -5.5 | -0.5 | -3 | -2.5
CCOc1ccccc1NC(=O)C(OC(=O)c1ccccc1O)c1ccccc1 (stereo not drawn) | 0.6 | -0.7 | 1.6 | -3.2 | -1 | -1 | 2 | 0.1 | -0.9 | 22* | -1.3
CCOP(=O)(NC12CC3CC(CC(C3)C1)C2)NC12CC3CC(CC(C3)C1)C2 | 1.0 | -1.1 | -1.3 | -0.2 | -5 | -1 | -5 | 0.0 | 0.6 | 1 | -1.1
O=C(CCN1CCCCCC1)c1ccccc1 | 0.7 | -2.2 | -1.3 | 0.0 | 2 | -2 | 2 | 0.8 | 0.2 | 5 | -1.1
O=C(NCC(c1ccco1)N1CCOCC1)c1ccc(Cl)cc1 (stereo not drawn) | -0.4 | -0.4 | -0.1 | -0.7 | -2 | 0 | -1 | -0.6 | 0.2 | 2 | -1.4
CC(C)[C@@H]1CC[C@@H](C)c2c(-c3ccccc3)n[nH]c21 | -0.3 | 0.8 | 0.2 | -1.8 | 1 | -1 | 1 | 0.1 | -0.6 | -8 | -1.4
CCOC(=O)N1CCN(S(=O)(=O)N2CCCC(C(=O)NCc3ccccc3OCC)C2)CC1 (stereo not drawn) | 0.6 | -2.2 | 1.3 | -0.9 | 3 | -2 | -1 | -1.0 | -1.1 | 0 | -1.6
CCCOc1ccc(-c2nn(-c3ccccc3)cc2/C=C2\SC(=S)N(C3CCS(=O)(=O)C3)C2=O)cc1 (stereo not drawn) | 1.2 | -2.0 | 2.5 | -1.2 | 2 | 1 | -3 | 1.2 | -2.0 | -2 | -0.3
CC1CC(=O)N(CC(=O)Nc2cccc(F)c2)c2ccccc2S1(=O)=O (stereo not drawn) | 0.2 | 0.5 | -1.1 | 2.1 | -5 | -4 | -6 | 0.3 | 0.1 | -4 | -0.9
O=C(/C=C/c1cc([N+](=O)[O-])ccc1OC(F)F)Nc1cccc([N+](=O)[O-])c1 | 1.1 | -1.7 | 0.8 | 0.0 | -5 | 2 | -2 | -0.1 | 0.3 | 4 | -1.4
Cc1cnc2c(C(=O)O)cnn2c1 | 0.3 | 3.5 | -0.1 | -0.8 | -14 | 3 | 2 | 0.2 | 1.1 | 6 | -1.7
CCOc1ccc(-c2nn[nH]n2)cc1 | 2.8 | 1.1 | -1.2 | 0.3 | 0 | -1 | 1 | 0.1 | 3.2 | 2 | -1.2
Nc1nc2ccccc2nc1N | 0.1 | 2.2 | -0.2 | 2.1 | -43 | -1 | -5 | 0.1 | 1.0 | 2 | -0.7
CC(C)CCN(C(=O)c1cc(=O)[nH]c2ccccc12)c1c(N)n(Cc2ccccc2)c(=O)[nH]c1=O | -0.4 | -0.3 | 0.9 | -0.2 | -9 | 1 | 2 | 1.0 | -1.7 | 4 | -0.8
COC(=O)C(C)Oc1cc(OC(C)C(=O)OC)c2c(C)c(Cl)c(=O)oc2c1 (stereo not drawn) | 1.8 | 2.6 | -0.3 | 0.9 | i | -1 | 1 | -0.7 | 0.7 | -2 | -0.9
COc1cc(C(=O)N/N=C/c2cn(Cc3ccccc3)c3ccccc23)ccc1O | 1.1 | -0.1 | 2.0 | -2.1 | -54 | 4 | 2 | -1.1 | -2.8 | -2 | -0.3
Cc1ccccc1Cn1nc(C)c(NC(=O)C2(C)CC2(Cl)Cl)c1C (stereo not drawn) | 1.6 | 1.1 | -1.2 | -0.2 | 3 | -1 | -3 | -0.1 | 0.6 | 8 | -1.1
Cc1nc(Nc2ccc(Cl)cc2Cl)sc1C(=O)Nc1ccccc1 | -2.3 | 1.8 | 2.1 | -3.2 | -5 | -1 | 8 | -0.4 | -2.4 | -3 | -1.9

Rows were taken by chance; 7% or so of the library scored in one or more.
